# Source: PubChem
# GC-B act: GC-B (human) receptor activation; HEK293-GC-B cells, CNP EC30, cGMP TR-FRET; 0% at EC30 CNP, 100% saturating CNP; P20594; AID 1920062; 370,000 tested, 0.11% active; activation, % at 10 µM;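 active means activation at 10 µM reaching about 35% in either raw or pattern-adjusted values, limit read from the data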
# rCAG RNA binder: binds r(CAG) RNA repeats; inhibition, % at 3 µM; AID 651821; 370,000 tested, 1.3% active; r(CAG) RNA repeat, TO-PRO-1 dye displacement fluorescence;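 active means inhibition above the plate cutoff, the mean of all test compounds on that plate plus 3 SD, cut at about 35% in these data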;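 further: 0% = DMSO alone and 100% = 100 µM mitoxantrone as full dye displacement; higher means more dye released from RNA so lower well fluorescence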
# ASAP1 GAP inh: blocks human ASAP1-stimulated Arf1 GTP hydrolysis | Q9ULH1 | GDP FP detection | inhibition, % at 16.5 µM | 360,000 tested, 0.19% active | AID 624377; in the data active means inhibition above about 25%;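 further: 0% = vehicle with enzyme and substrate and 100% = no enzyme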
# GAA850 FXN act: frataxin GAA850 promoter activation | HEK293 lucGAA850 FXN promoter luciferase reporter, 24 h; percent of 10 µM SAHA response | activation, % at 6 µM | 360,000 tested, 0.56% active | AID 540364;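 active means activation above the average of all compounds screened plus 3 SD, cutoff fixed separately per campaign, cut at about 7.5% in these data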;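 further: 0% = DMSO wells and 100% = 10 µM SAHA wells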
# HGIII-sPLA2 inh: Blocks human group III sPLA2 activity | Q9NZ20 | 370,000 tested, 0.56% active | inhibition, % at 12.2 µM | QFRET BODIPY PC-A2 liposome hydrolysis, fluorescence | AID 743126;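 active means inhibition above mean plus 3 SD of compounds lying within the high and low control bounds, cut at about 19% in these data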;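 further: 0% = median of test compound wells and 100% = no enzyme DMSO wells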
# Target sequence (Q9NZ20 whole entry, looked up): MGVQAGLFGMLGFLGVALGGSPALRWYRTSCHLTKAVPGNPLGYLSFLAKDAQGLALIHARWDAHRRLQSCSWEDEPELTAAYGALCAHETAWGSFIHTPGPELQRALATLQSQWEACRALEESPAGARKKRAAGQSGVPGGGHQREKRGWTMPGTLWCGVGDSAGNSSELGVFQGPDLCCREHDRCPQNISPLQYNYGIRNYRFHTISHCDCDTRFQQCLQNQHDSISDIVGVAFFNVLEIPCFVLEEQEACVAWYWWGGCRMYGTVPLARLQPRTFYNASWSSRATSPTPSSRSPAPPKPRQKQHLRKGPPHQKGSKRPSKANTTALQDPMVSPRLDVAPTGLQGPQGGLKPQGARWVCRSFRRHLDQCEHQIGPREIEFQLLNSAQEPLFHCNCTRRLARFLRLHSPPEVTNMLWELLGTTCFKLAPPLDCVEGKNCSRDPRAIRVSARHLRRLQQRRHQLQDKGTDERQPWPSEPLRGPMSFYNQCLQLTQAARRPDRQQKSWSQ
# ARFGAP1 inhibitor: inhibitors of rat ARFGAP1; Q62848; Arfgap1-stimulated ARF1 GTP hydrolysis, GDP FP detection; inhibition, % at 16.5 µM; 360,000 tested, 0.26% active; AID 651572;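 active means inhibition above a per-plate limit, mean inhibition of low control wells plus 3 SD, cut at about 25% in these data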;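 further: 0% = DMSO wells with enzyme and 100% = wells lacking Arfgap1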
#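 Material: rat Arfgap1 catalytic domain, aa 1-136; also added: human ARF1(Δ1-17)-GTP substrate; compound dosing: one concentration, 16.5 µM, DMSO 1.26%; incubation: GTP hydrolysis reaction 2 h at 25 °C; measured by: Tracer-displacement fluorescence polarization with EDTA stop, 620/688 nm; evaluation: % inhibition from polarization; repeats: one replicate per compound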
# ADAM10 inh: ADAM10 inhibition, QFRET primary screen. AID 720582. recombinant ADAM10, EDANS/DABCYL FRET peptide cleavage, 3 h. inhibition, % at 7 µM. O14672. 370,000 tested, 0.62% active;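 active means inhibition above a per-campaign cutoff equal to the mean of compounds falling between control-based bounds plus 3 SD, cut at about 20% in these data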;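 further: 0% = DMSO wells while the 100% control is not disclosed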
# proKLK7 act: proKLK7 (human) activation, primary screen; AID 652039; activation, % at 7 µM; purified proKLK7, EDANS-DABCYL substrate fluorescence; 100% is mature enzyme control, 0% vehicle; 370,000 tested, 0.9% active; P49862;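 active means activation above the mean of all tested compounds plus 3 SD, computed per campaign excluding outliers beyond control limits, cut at about 13% in these data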
# NPR1 activator: GC-A (human) enzyme activation; HEK293 GC-A cells, cGMP TR-FRET, EC30 ANP; 0% at EC30 ANP, 100% saturating ANP; activation, % at 10 µM; 370,000 tested, 0.14% active; AID 1671463; in the data active means activation above about 40%
# DDE Tn6 FP inh: disrupts Tn6 cyclic peptide binding to fibrin D-Dimer-E complex | P02675 | Fibrin DD(E) TRITC-Tn6 fluorescence polarization displacement | inhibition, % at 8.3 µM | 370,000 tested, 0.21% active | AID 720509;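 active means inhibition above a per-campaign cutoff: mean of compounds within control limits plus 3 SD, cut at about 15% in these data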;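 further: 0% = median of all compound wells on the plate and 100% = blocking peptide control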
# Target sequence (P02675 whole entry, looked up): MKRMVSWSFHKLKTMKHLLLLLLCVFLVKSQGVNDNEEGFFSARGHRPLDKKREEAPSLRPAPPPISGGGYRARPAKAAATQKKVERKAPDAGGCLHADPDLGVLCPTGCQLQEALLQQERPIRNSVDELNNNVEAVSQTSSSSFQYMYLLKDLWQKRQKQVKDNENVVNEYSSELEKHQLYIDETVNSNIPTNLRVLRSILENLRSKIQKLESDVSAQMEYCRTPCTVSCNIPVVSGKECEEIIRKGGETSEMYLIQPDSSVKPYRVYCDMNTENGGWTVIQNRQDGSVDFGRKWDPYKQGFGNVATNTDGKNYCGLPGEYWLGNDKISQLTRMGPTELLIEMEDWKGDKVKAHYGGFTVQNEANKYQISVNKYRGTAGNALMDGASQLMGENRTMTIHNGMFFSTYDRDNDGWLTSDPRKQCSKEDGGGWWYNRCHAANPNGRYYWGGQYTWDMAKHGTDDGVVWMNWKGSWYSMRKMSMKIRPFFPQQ
# An asterisk follows results filed as active; / = no result given.
SMILES,GC-B act,rCAG RNA binder,ASAP1 GAP inh,GAA850 FXN act,HGIII-sPLA2 inh,ARFGAP1 inhibitor,ADAM10 inh,proKLK7 act,NPR1 activator,DDE Tn6 FP inh
S=C1NC[C@H](Cc2cccc3ccccc23)N1CC1CCCCC1,-2,3,2,0.7,-15,12,-11,-0.5,-4,0
Cc1c(C(=O)NCCc2ccccc2)oc2ccc(S(=O)(=O)N3CCC4(CC3)OCCO4)cc12,7,-1,4,-1.0,-25,-1,16,0.5,1,-4
C[C@H](CO)N1C[C@H](C)[C@@H](CN(C)S(C)(=O)=O)Oc2ccc(NC(=O)NC3CCCCC3)cc2C1=O,1,-1,7,-0.7,10,15,4,0.5,-1,-3
CC(=O)c1cccc(NC(=O)C2CCN(S(=O)(=O)c3ccc(C)cc3)CC2)c1,-12,4,9,-2.6,-3,8,12,0.3,-7,-1
CCc1nnc(NC(=O)CSc2nnc(-c3ccoc3C)n2-c2ccc(C)cc2)s1,-1,-5,-11,-0.4,-14,-9,-1,-0.3,-1,3
Cc1ccc(S(=O)(=O)N(CC(=O)Nc2ccccc2)C(=O)N2CCN(C)CC2)cc1,4,-1,-11,1.4,2,0,-7,0.2,3,1
O=C(c1cccnc1)n1nc(NCc2ccccc2)nc1NCc1ccccc1,-2,-7,-4,1.9,6,10,8,-0.4,3,4
CCCCn1c(N)c(N(CC(C)C)C(=O)c2cc(S(=O)(=O)N3CCOCC3)ccc2Cl)c(=O)[nH]c1=O,0,0,6,-1.4,10,1,1,1.0,-1,1
CC(C)CC(=O)Nc1c(C(=O)N2CCN(Cc3ccccc3)CC2)oc2ccccc12,3,-1,5,-0.1,2,11,2,0.3,2,-2
COc1cc(C(=O)Nn2c(CC(C)C)nc3ccccc3c2=O)cc(OC)c1OC,7,-5,-17,0.9,-3,-3,5,0.2,2,5
O=C(NCc1ccc2c(c1)OCO2)c1nc(S(=O)(=O)Cc2ccccc2F)ncc1Cl,15,2,-8,21*,9,8,-2,2.7,27,-2
CCOC(=O)N1CCC(NC(=O)C2CCN(C(=O)c3cc4sccc4n3CC)CC2)CC1,3,-7,8,-1.3,-5,-3,4,0.3,0,-2
Cc1ccc2c(c1)c(C1=c3ccccc3=NC1=O)c(O)n2C,-3,11,-4,4.0,14,2,8,0.0,-6,-5
O=C(Nc1nnc(SCc2c(Cl)cccc2Cl)s1)C1CC(=O)N(c2ccc3c(c2)OCCO3)C1 (stereo not drawn),-2,5,8,-5.6,-2,1,-1,0.3,2,-6
COc1ccc(NC(C)=O)cc1NC(C)C(=O)Nc1ccc(F)cc1 (stereo not drawn),1,0,-1,-0.7,1,11,5,0.0,1,0
COc1ccc(C2(CNC(=O)Cc3ccccc3)CCCC2)cc1OC,-7,-5,-9,0.1,1,0,2,0.3,-7,4
CC(C)NC(=O)CSc1nnc(CNC(=O)OC(C)(C)C)n1C,5,-1,10,0.7,5,-1,-7,0.0,-2,6
FC(F)(F)c1nnc2c(Sc3ccccn3)nc3ccccc3n12,-9,0,-13,7.0,3,12,-11,-0.2,0,-1
CCCC(=O)c1c[nH]c(C(=O)NCc2cccnc2)c1,/,1,-15,0.0,2,-8,-2,0.2,/,0
Cc1ccc(F)cc1-c1cc2nc(NCCCN(C)C)n(C)c(=O)c2s1,-11,4,-8,1.9,2,-13,-26,0.7,-5,4
COc1ccc(/C=N/Nc2ncnc3c2[nH]c2ccccc23)c(OC)c1OC,3,17,-3,6.5,-3,-2,-30,-1.3,10,-4
CCN(CC)CCNc1nc2cc(OC)c(OC)cc2c2nc(-c3ccccc3)nn12,-9,3,4,-4.2,-12,13,-265,5.3,-12,-7
S=C(NCCc1ccc(Cl)cc1)Nc1ccc(Cl)cc1Cl,-4,6,-10,-1.1,4,7,29*,0.1,0,-9
COc1cccc(C2c3[nH]c4ccccc4c3CCN2C(=O)Cn2cncn2)c1OC (stereo not drawn),1,1,-5,0.5,-7,-3,-8,1.0,-2,8
O=C(Cc1ccc(NC(=O)C2CCN(C(=O)C3CC3)CC2)cc1)Nc1cccc(C(=O)N2CCCCC2)c1,1,3,1,-1.7,3,1,1,0.6,0,1

# Next section.
SMILES,GC-B act,rCAG RNA binder,ASAP1 GAP inh,GAA850 FXN act,HGIII-sPLA2 inh,ARFGAP1 inhibitor,ADAM10 inh,proKLK7 act,NPR1 activator,DDE Tn6 FP inh
Cc1onc(C(=O)/C=C/N(C)C)c1C(=O)Nc1nccs1,4,1,2,-2.4,-13,-1,0,-0.4,2,-5
Cc1cc(Oc2ccc(-c3nnc(-c4ccccc4)o3)cc2[N+](=O)[O-])ccc1Cl,-13,1,-1,1.1,-2,-4,0,-0.2,-1,1
O=C(N/N=C/c1ccc([N+](=O)[O-])cc1)c1cccs1,-5,3,1,3.3,13,6,-1,-0.1,-3,3
COc1ccc(CCN(C)Cc2nc(Cc3ccc(OC)c(OC)c3)no2)cc1OC,1,-9,2,2.2,-1,1,-6,-0.1,0,-4
CC1CCN(C(=O)COC(=O)C(C)N2C(=O)c3ccccc3C2=O)CC1 (stereo not drawn),0,-1,-8,3.6,3,5,-11,0.1,1,4
Cc1ccc(NC(=O)CSc2nnc(-c3ccc(S(=O)(=O)N4CCOCC4)cc3)n2C)cc1,-1,-2,-1,-1.5,4,2,-3,0.7,4,8
COc1ccc(S(=O)(=O)N(C)c2nc3ccccc3n3c(CC(C)C)nnc23)cc1,2,0,2,0.4,-2,-4,1,-0.3,4,0
CN1CCC(N(C)C(=O)c2ccccc2F)CC1,2,7,3,-2.5,-28,1,0,0.3,-1,2
CCc1nnc2sc(-c3ccc(NC(=O)CSc4ccc(Cl)cc4)cc3)nn12,-11,5,-16,-1.5,-2,3,9,0.4,-10,6
Cc1cccc(NS(=O)(=O)c2cccc(C(=O)NCC(c3ccco3)N3CCCCC3)c2)c1 (stereo not drawn),6,-1,14,-0.3,-31,9,8,0.2,-2,2
CC(C)(C)c1ccc(C(=O)N2CCN(Cc3ccccc3)CC2)cc1,4,-6,0,0.8,4,-6,-3,0.5,1,-5
Nc1ccc(C=C2C=Cc3ccccc32)cc1,-7,8,14,-3.7,11,7,14,-0.5,8,10
COc1cccc(-c2c(-c3cc(OC)cc(OC)c3)n(C)c3ccc(-c4cnc(N5CCOCC5)nc4)cc23)c1,-3,4,4,1.2,1,-2,-13,-0.8,-3,4
COc1cccc(/C(O)=C/C(=O)C(=O)Nc2ccc(S(=O)(=O)NC(C)=O)cc2)c1,4,6,-3,0.8,-4,-2,5,0.1,-1,9
O=C(Oc1cccnc1)c1ccco1,4,5,-11,-1.4,12,9,14,0.1,-1,1
CC(=O)Nc1cc(C(=O)N(C)Cc2ccco2)ccc1Sc1ccc(C)cc1,9,-9,9,0.8,-2,-5,-2,0.0,2,8
CC1CCCC(NC(=O)c2cccc(N3CCCC3=O)c2)C1C (stereo not drawn),3,-7,-2,4.3,-4,7,-23,-0.5,3,0
C(=N/N1CCN(c2ccccc2)CC1)/c1ccncc1,0,-3,-12,-0.1,7,-1,9,0.1,-2,6
O=C(O)CCNS(=O)(=O)c1ccccc1,4,-2,-10,0.8,1,-5,3,-0.3,-2,-4
CCn1c(N)c(C(=O)NC)sc1=S,4,2,-15,0.9,7,0,13,-0.4,11,-9
CCOC(=O)N1CCN(C(=O)CCC2CCCC2)CC1,2,-4,5,3.6,-1,2,2,-0.5,-1,-6
COC(=O)CC1C(=O)NCCN1C(=O)CSc1nc2ccccc2s1 (stereo not drawn),-9,5,-4,0.0,-4,-5,-1,0.4,1,12
OC(CNCc1ccc2c(c1)OCO2)COc1ccc(F)cc1 (stereo not drawn),-2,-4,1,4.0,-2,-7,-3,0.3,2,-2
Nc1nc(-c2ccccc2)cn1/N=C/c1ccccc1,0,6,-2,2.1,-6,7,-8,0.1,-1,-4
O=C(NCCCO)C(=O)Nc1cc2c3c(c1)CCC(=O)N3CCC2,3,-1,-2,0.0,1,27*,3,0.4,-2,-4
O=C(O)c1ccc(N=Nc2c(O)[nH]c3ccc(Br)cc23)cc1,-3,2,13,3.9,0,2,10,0.2,-3,-2
COCCn1c(NC(=S)NC(=O)C2CC2)cc(=O)[nH]c1=O,5,-1,7,-1.1,7,0,-3,0.1,4,-9
CC1CCCC(C)N1C(=O)COC(=O)C12CC3CC(CC(Cl)(C3)C1)C2 (stereo not drawn),3,-5,-5,0.9,-1,-17,1,-0.6,-2,6

# Part of the list above, set out differently:
SMILES | GC-B act | rCAG RNA binder | ASAP1 GAP inh | GAA850 FXN act | HGIII-sPLA2 inh | ARFGAP1 inhibitor | ADAM10 inh | proKLK7 act | NPR1 activator | DDE Tn6 FP inh
CC1CCCC(NC(=O)c2cccc(N3CCCC3=O)c2)C1C (stereo not drawn) | 3 | -7 | -2 | 4.3 | -4 | 7 | -23 | -0.5 | 3 | 0
C(=N/N1CCN(c2ccccc2)CC1)/c1ccncc1 | 0 | -3 | -12 | -0.1 | 7 | -1 | 9 | 0.1 | -2 | 6
O=C(O)CCNS(=O)(=O)c1ccccc1 | 4 | -2 | -10 | 0.8 | 1 | -5 | 3 | -0.3 | -2 | -4
CCn1c(N)c(C(=O)NC)sc1=S | 4 | 2 | -15 | 0.9 | 7 | 0 | 13 | -0.4 | 11 | -9
CCOC(=O)N1CCN(C(=O)CCC2CCCC2)CC1 | 2 | -4 | 5 | 3.6 | -1 | 2 | 2 | -0.5 | -1 | -6
COC(=O)CC1C(=O)NCCN1C(=O)CSc1nc2ccccc2s1 (stereo not drawn) | -9 | 5 | -4 | 0.0 | -4 | -5 | -1 | 0.4 | 1 | 12
OC(CNCc1ccc2c(c1)OCO2)COc1ccc(F)cc1 (stereo not drawn) | -2 | -4 | 1 | 4.0 | -2 | -7 | -3 | 0.3 | 2 | -2
Nc1nc(-c2ccccc2)cn1/N=C/c1ccccc1 | 0 | 6 | -2 | 2.1 | -6 | 7 | -8 | 0.1 | -1 | -4
O=C(NCCCO)C(=O)Nc1cc2c3c(c1)CCC(=O)N3CCC2 | 3 | -1 | -2 | 0.0 | 1 | 27* | 3 | 0.4 | -2 | -4
O=C(O)c1ccc(N=Nc2c(O)[nH]c3ccc(Br)cc23)cc1 | -3 | 2 | 13 | 3.9 | 0 | 2 | 10 | 0.2 | -3 | -2
COCCn1c(NC(=S)NC(=O)C2CC2)cc(=O)[nH]c1=O | 5 | -1 | 7 | -1.1 | 7 | 0 | -3 | 0.1 | 4 | -9
CC1CCCC(C)N1C(=O)COC(=O)C12CC3CC(CC(Cl)(C3)C1)C2 (stereo not drawn) | 3 | -5 | -5 | 0.9 | -1 | -17 | 1 | -0.6 | -2 | 6
